High-throughput results deposited in PubChem by School of Medicine, Indiana University.
FECH inh: human FECH heme synthesis enzyme inhibition | purified FECH, Ni-mesoporphyrin absorbance 550 nm | P22830 | calls only at 10 µM (by protocol) | hit rate 3.3% among 20,000 | AID 1671448;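 active = enzyme reaction rate more than 3 SD below the solvent-only control wells on the same plate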;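 note: lower slope than DMSO wells means FECH inhibition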
Target sequence (P22830 whole entry, looked up): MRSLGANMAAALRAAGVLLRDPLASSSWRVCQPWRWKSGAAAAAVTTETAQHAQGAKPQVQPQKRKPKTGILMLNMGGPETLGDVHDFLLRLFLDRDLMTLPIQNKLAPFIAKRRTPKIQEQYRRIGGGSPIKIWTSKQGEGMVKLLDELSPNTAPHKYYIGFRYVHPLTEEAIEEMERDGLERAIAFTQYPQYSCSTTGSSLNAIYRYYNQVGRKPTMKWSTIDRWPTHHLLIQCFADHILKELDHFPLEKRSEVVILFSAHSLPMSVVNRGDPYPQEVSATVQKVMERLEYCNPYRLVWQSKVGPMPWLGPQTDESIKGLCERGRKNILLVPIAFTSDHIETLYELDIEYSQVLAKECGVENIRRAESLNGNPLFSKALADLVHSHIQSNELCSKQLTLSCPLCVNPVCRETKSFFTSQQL
Calls only; i = inactive; + = active, no number. A portion of the library; rates above refer to the full screens.

FECH inh	Compound
i	Cc1ccccc1NC(=O)C1CCN(c2ncnc3c2nc2n3CCCCC2)CC1
i	Cc1ccccc1S(=O)(=O)N1CCN(c2cc(-c3ccc(F)cc3)ncn2)CC1
i	CNc1ccccc1C(=O)Nc1cccc(NC(=O)Cc2ccccc2)c1
i	CCn1c(C2CCN(C(=O)COc3ccc4c(c3)OCO4)CC2)n[nH]c1=O
i	C=CCN(Cc1cccc(OC)c1)C(=O)c1c(C)nc2sccn12
i	NCCc1nc(N2CCC(Cc3noc(C4CC4)n3)CC2)c2ccccc2n1
i	COc1ncc(-c2nccn2CCCN2CCCC2=O)cn1
i	CC(C)CCNS(=O)(=O)c1ccc2c(c1)CCN2C(=O)CCC(=O)N1CCOCC1
i	Cc1c(C(=O)N2CCCC2)c(S(=O)(=O)Nc2ccc(S(N)(=O)=O)cc2)c(C)n1C
i	Cc1ccc(CN2CCC(CNC(=O)C3CCCN(c4ncnc5c4nc4n5CCCCC4)C3)C2)cc1 (stereo not given)
i	CC(C(=O)N(C)C)N(C)Cc1cccc(C(=O)Nc2ccc[nH]c2=O)c1 (stereo not given)
i	Cc1cccc(-c2cc(N3CCN(S(=O)(=O)c4cc(F)ccc4F)CC3)ncn2)c1
i	CCCC(=O)Nc1ccc(Sc2cc(CCC)nc3ncnn23)cc1
i	COc1ccccc1N1CCN(Cc2cc(=O)n3[nH]c(-c4ccc(C(C)(C)C)cc4)nc3n2)CC1
i	CC(=O)Nc1ccc(-c2cnccc2C)cc1
i	O=C(Nc1ccccc1CCc1nc2ccccc2[nH]1)C1CCN(S(=O)(=O)N2CCCC2)CC1
i	NCc1ccccc1/C=C/c1ccccc1
i	CCCCNc1cc(C)nc2nc(-c3cccnc3)nn12
i	Cc1cnc(NCc2ccccc2CN2CCCC2=O)nc1N(C)C
i	O=C(Nc1ccc2c(c1)Sc1ccccc1C(=O)N2C1CCCC1)c1cnccn1
i	COCCn1c(CNC(=O)Cc2cccc(C)c2)nc2cccnc21
i	c1cncc(Cn2ccnc2-c2ccncc2)c1
i	CC(=O)Nc1ccsc1C(=O)N1CCCC(N(C)Cc2ccccc2)C1 (stereo not given)
i	Cc1nc2c(c(NCCc3ccccc3C(F)(F)F)n1)CNC2
i	CN1C(=O)COc2ccc(C(=O)NCc3cnn4ccccc34)cc21
i	Cc1cc(Sc2ccc(NC(=O)Nc3cccc(F)c3)cc2)n2ncnc2n1
i	CCOc1ccc(N2CC(NC(=O)Cc3cccs3)CC2=O)cc1 (stereo not given)
i	COC(=O)c1ccc(NC(=O)CN2CCN(Cc3ccccc3C)S2(=O)=O)cc1
i	COC(=O)[C@H]1C[C@@H](O)CCN1C(=O)Cc1ccc(OC)c(C)c1
i	Cc1ccc(S(=O)(=O)N2CCN(c3nc(C)cc(N4CCOCC4)n3)CC2)cc1

Reformatted tab-delimited: 15 of the compounds above.
compound	FECH inh
O=C(Nc1ccccc1CCc1nc2ccccc2[nH]1)C1CCN(S(=O)(=O)N2CCCC2)CC1	i
NCc1ccccc1/C=C/c1ccccc1	i
CCCCNc1cc(C)nc2nc(-c3cccnc3)nn12	i
Cc1cnc(NCc2ccccc2CN2CCCC2=O)nc1N(C)C	i
O=C(Nc1ccc2c(c1)Sc1ccccc1C(=O)N2C1CCCC1)c1cnccn1	i
COCCn1c(CNC(=O)Cc2cccc(C)c2)nc2cccnc21	i
c1cncc(Cn2ccnc2-c2ccncc2)c1	i
CC(=O)Nc1ccsc1C(=O)N1CCCC(N(C)Cc2ccccc2)C1 (stereo not given)	i
Cc1nc2c(c(NCCc3ccccc3C(F)(F)F)n1)CNC2	i
CN1C(=O)COc2ccc(C(=O)NCc3cnn4ccccc34)cc21	i
Cc1cc(Sc2ccc(NC(=O)Nc3cccc(F)c3)cc2)n2ncnc2n1	i
CCOc1ccc(N2CC(NC(=O)Cc3cccs3)CC2=O)cc1 (stereo not given)	i
COC(=O)c1ccc(NC(=O)CN2CCN(Cc3ccccc3C)S2(=O)=O)cc1	i
COC(=O)[C@H]1C[C@@H](O)CCN1C(=O)Cc1ccc(OC)c(C)c1	i
Cc1ccc(S(=O)(=O)N2CCN(c3nc(C)cc(N4CCOCC4)n3)CC2)cc1	i

Next section:
FECH inh	Compound
i	Cc1cc(C)cc(-n2c(CN3CCN(S(=O)(=O)c4ccc(F)cc4)CC3)nc3cccnc32)c1
i	CCCN(CCC)c1ncc(NS(=O)(=O)c2ccc(CC)cc2)cc1C(=O)O
i	CCc1nnc(CN(C(=O)c2oc3cc(OC)ccc3c2C)C(C)C)o1
i	CN1CCC=C(c2noc(C3CCCN3C(=O)C3CCCCC3)n2)C1 (stereo not given)
i	CCOc1ccc(CNc2nc(-c3nnc(-c4cccc(C)c4)o3)nc3ccccc23)cc1
i	O=C(c1cc(=O)[nH]c2ccc(F)cc12)N(Cc1ccccn1)CC1CCCO1 (stereo not given)
i	Cn1c(CCNC(=O)c2cn(CC3CCCNC3)nn2)nc2ccccc21 (stereo not given)
i	CCn1nc(C)c(NC(=O)CN2CCc3[nH]nc(C4CCC4)c3C2)c1C
i	Cc1cc(C)nc(NC(=O)c2cccc(CN3CCCC(C(N)=O)C3)c2)c1 (stereo not given)
i	O=c1[nH]nc(Cn2cccn2)n1Cc1ccccc1
+	COc1cccc(NC(=O)CN2CCCN(Cc3cccc(C)c3)S2(=O)=O)c1
i	Cc1cc(-n2ncc3ccccc32)cnc1N
i	O=C(NCc1cnn2cccnc12)c1cc(COc2c(F)cccc2F)on1
i	CCc1nc2nc(C)[nH]n2c(=O)c1NC(=O)Nc1cccc(Cl)c1
i	COc1cccc(NC(=O)CN2C(=O)C3CCCCN3c3ccc(C(=O)N(C)C)cc32)c1 (stereo not given)
i	COc1ccc2[nH]c(=O)c(CN(C)Cc3ncc[nH]3)cc2c1
i	CO[C@H]1CN(C(=O)CCc2c(C)n[nH]c2C)CC[C@H]1N
i	CC(=O)N1CCc2c(nc(-c3ccccn3)nc2NCCn2cccn2)C1
i	Cc1cc(F)ccc1NC(=O)Cn1nc(N2CCN(c3ccc(F)cc3)CC2)ccc1=O
i	Cc1ccc2[nH]cc(CCNC(=O)c3ccc(CN4C(=O)CCn5nccc54)cc3)c2c1
i	CC(=O)Nc1cccc(-c2cnn(Cc3ccccc3)c2)c1
i	COc1ccc(Nc2nc(N3CCN(C)CC3)nc3c2cnn3-c2ccccc2)cc1
i	CCCc1c(C)nc2ncnn2c1Sc1ccccc1NC(=O)c1ccc(Br)o1
i	CC(C)Oc1ccc(CNc2ncnc3oc4c(c23)CCCC4)cc1
i	CSc1ccc2cc(CN3CC[C@H](O)C3)c(=O)[nH]c2c1
i	CCCCN(CCNC(=O)C1CCN(c2ncnc3c2nc2n3CCCCC2)CC1)Cc1ccco1
i	CNc1cc(-c2ccc3cn[nH]c3c2)c2cc[nH]c2n1
i	Cc1c(C(=O)N2CCCCC2)c(S(=O)(=O)Nc2ccc(S(N)(=O)=O)cc2)c(C)n1C
i	Cc1ccc(NC(=O)N2CCN(CCn3c(C(F)(F)F)nc4cccnc43)CC2)cc1C
i	CC(C)Cc1cc(C(=O)N2CCN(C(=O)c3ccccc3)CC2)no1
i	C=CCC(C)(C)CN1C[C@H](O)[C@@H](N2CCN(C)CC2)C1
i	CC(C)Cc1cc(C(=O)N(C)CC2Cc3ccccc3O2)no1 (stereo not given)
i	COc1ccc(CNC(=O)N2CCN(c3cc(-c4ccc(OC)cc4)ncn3)CC2)cc1
i	Cc1cc(CNc2cnccn2)c2[nH]c(-c3ccccc3)c(C)c2c1
i	CN(Cc1ccoc1)C(=O)c1cn(CC2CCCCC2)nn1
i	CN1CCC(Cc2noc(CCC(=O)c3ccccc3)n2)CC1
i	Cc1ccccc1C1CCCN1C(=O)c1ccc(OCC(N)=O)cc1 (stereo not given)
i	Cc1ccc2nc(NC(=O)CN3C(=O)CN(C)C(=O)c4ccccc43)sc2c1
i	O=C1NCC2(CCN(CC3(O)CCCN(CCc4ccccc4)C3=O)CC2)O1 (stereo not given)
i	CC(=O)Nc1c2n(c3ccc(F)cc13)CC(C)(C(=O)NC1CCC(C)CC1)N(CC1CCCO1)C2=O (stereo not given)
i	Cn1ccn2ncc(-c3nc(C4(c5ccc(F)cc5)CCOC4)no3)c12 (stereo not given)
i	Cc1cc(=O)n(CC(=O)NCCN(C)S(C)(=O)=O)c2ccccc12
i	COc1ccc(CC(=O)NC2CC(=O)N(c3cccc(F)c3)C2)cc1OC (stereo not given)
i	Cc1ccc(S(=O)(=O)N2CCN(c3nc(C)cc(N4CCOCC4)n3)CC2)c(C)c1
i	Cc1ccc(/C=C/c2onc(C)c2S(=O)(=O)N2CCCC(C(=O)Nc3ccc(S(N)(=O)=O)cc3)C2)cc1 (stereo not given)
i	Cc1cc(C)n2nc(CN(C(=O)CC(C)C)c3ccccc3Cl)nc2n1
i	Cc1ccccc1C(NS(=O)(=O)NCc1ccccc1)c1ccncc1 (stereo not given)
i	COc1ccc(-c2cc3n(n2)CCC(=O)N3Cc2ccc(C(=O)NCCN3CCCCC3)cc2)cc1
i	CC(C)OC(=O)c1ccc(NS(=O)(=O)c2cc(-c3ccc(=O)[nH]n3)ccc2Cl)cc1
i	Cc1cc(C)n2nc(CN(C(=O)c3ccccc3)c3ccccc3)nc2n1
i	Cc1ccc(Nc2nc(NCc3ccco3)nc3c2cnn3-c2ccccc2)cc1C
i	Cc1ccc(NC(=O)c2nc3ccccc3n(C)c2=O)c(C)c1
i	CCCCN(C)C(=O)C1CCC(Cn2c(=O)c3sccc3n(CC(=O)NC(C)C)c2=O)CC1 (stereo not given)
i	O=C1Nc2ccccc2S(=O)(=O)N1
i	CN1CCCC(C(=O)N2CCc3c(nc(-c4ccccc4)[nH]c3=O)C2)C1 (stereo not given)
i	CC[C@@]12C[C@H]3C[C@@](O)(C1)C[C@](C(=O)NCCC(=O)Nc1nccs1)(C3)C2
i	CCN1Cc2ccccc2CC1C(=O)NCc1cnc(C)cn1 (stereo not given)
i	O=S(=O)(c1ccc2c(c1)CCCC2)N1CCC(n2c(C(F)(F)F)nc3cccnc32)CC1
i	CC(C)NC(Cn1ccnc1)c1ccccc1 (stereo not given)
i	O=C(Nc1nc2n(n1)C(c1ccccc1Cl)C=C(c1ccc(Cl)cc1)N2)c1ccc(F)cc1 (stereo not given)

(listing goes on)
FECH inh	Compound
i	O=C(CCn1ccccc1=O)Nc1cnc2n1CCCC2
i	O=C(CCC(=O)N1CCc2cc(S(=O)(=O)NCCN3CCCCCC3)ccc21)N1CCOCC1
+	COc1ccccc1NC(=O)CN1CCCN(Cc2cccc(C)c2)S1(=O)=O
i	Cc1cccc(CN2CCN(CC(=O)Nc3c(C)cc(C)cc3C)S2(=O)=O)c1
i	COc1cc(N2CCC(N3CCCC(C(=O)NC4CC4)C3)CC2)ncn1 (stereo not given)
i	O=C(Cc1ccccc1)Nc1nc2n(n1)C(c1ccc(F)cc1)C=C(c1ccc(Cl)cc1)N2 (stereo not given)
i	CCN(c1nc2nc(C)c(Cl)c(C)n2n1)S(=O)(=O)c1ccccc1
i	COc1cc2c(cc1OC)CN(S(=O)(=O)c1cc(N3C(=O)CCS3(=O)=O)ccc1C)CC2
i	Cc1ncc(C)c(N2CCC(c3[nH]ncc3Cc3ccccc3)CC2)n1
i	COc1cccc(S(=O)(=O)NCc2nc3cccnc3n2CC(C)C)c1
i	CCCn1ncc(C(=O)N(Cc2nccn2C)C2CC2)c1C
i	COc1ccccc1NC(=O)Nc1nc(CC(=O)NCc2ccccc2Cl)cs1
i	Cn1c(=O)n(Cc2ccccn2)c(=O)c2cnc(-c3ccc(Cl)cc3)nc21
i	CC(C)CCNC(=O)C1c2c(n(C)c3ccccc23)SCC(=O)N1CCC(C)C (stereo not given)
i	O=C1CN(Cc2ccc(Cl)cc2)S(=O)(=O)c2ccccc2N1Cc1ccc(Cl)cc1
i	c1cc2c(cc1-n1cnnc1)N1CCN=C1S2
i	CCOc1ccc(-c2nc(CNS(=O)(=O)N(C)C)c(C)o2)cc1
i	Cc1ccccc1NS(=O)(=O)c1ccc(N2C(=O)CCS2(=O)=O)cc1
i	Cc1cc(N(C)C)nc(Nc2ccc(NC(=O)c3ccc(Br)o3)cc2)n1
i	CN1CCc2[nH]nc(C(=O)N3CCCC(N4CCCC4)C3)c2C1 (stereo not given)
i	Cc1cccc(CN2CCC(CNC(=O)Cc3ccn(C)c3)C2)c1 (stereo not given)
i	Cc1ccc(Cl)cc1Nc1c(-c2ccc3c(c2)CCCC3)c(=O)c1=O
i	CN(c1ncccc1C(=O)N1CCOC2(CNCCOC2)C1)C1CCCCC1 (stereo not given)
i	COCCn1c(CNS(=O)(=O)c2cccc(C)c2)nc2cccnc21
i	CCCc1cc(Sc2ccc(NC(=O)c3cc(OC)cc(OC)c3)cc2)n2ncnc2n1
i	CCc1c(C)nc2ncnn2c1Sc1ccccc1NC(=O)Nc1ccc(C)cc1
i	Cc1ccc(-n2c(=O)n(C)c3c(C(N)=O)nc(-c4ccccc4F)nc32)cc1C
i	CCN1C(SCC(=O)Nc2ccc3c(c2)OCCO3)=NS(=O)(=O)c2ccccc21
i	CC(C)c1ccc(S(=O)(=O)NCc2nc3cccnc3n2Cc2ccc(F)cc2)cc1
i	c1ccc(Nc2nc(NCc3ccco3)nc3c2cnn3-c2ccccc2)cc1
i	Cc1cc(NC(=O)c2ccc(OC(C)C)cc2)n(-c2ncnc3c2cnn3-c2ccc(Cl)cc2)n1
i	Cc1cc(C)c(S(=O)(=O)Nc2cnc(N(C)CCCc3c(C)nn(C)c3C)c(C(=O)O)c2)cc1C
i	Cc1ccc(Nc2nc(NCCC(C)C)nc3c2cnn3-c2ccccc2)cc1
i	C=CCOc1c(Cl)cc(CN2CCNC(=O)C2)cc1Cl
i	Cc1nc2ncnn2c(Sc2ccc(NC(=O)Nc3ccc(Br)cc3)cc2)c1C
i	COc1ccc(C(=O)Nc2nc3n(n2)C(c2ccc(OC)cc2)C=C(c2ccc(Cl)cc2)N3)cc1 (stereo not given)
i	Cc1nc(CCNC(=O)c2ccc(C3CCCO3)s2)sc1C (stereo not given)
